Assay outcomes from PubChem.
mouse IAP activators: mouse intestinal phosphatase enzyme activation – biochemical, luminescence, single concentration, confirmation (AID 434970); purified mouse IAP, CDP-Star luminescence, 30 min; stronger effect = lower value; activity change, negative = activation, % at 10 µM; 2.9% of 11,000 active; in the data active = activity change below about -85%;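 also: percent relative to enzyme plus DMSO wells and wells without enzyme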
mouse IAP activators Fold change: second read-out of mouse IAP activators, no call of its own (marks repeat the call); activation factor; measured here: IAP activation factor; stronger effect = higher value;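 fold luminescence change scaled to plate control wells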
* = called active by the depositor.

The first five entries, ahead of the listing:
1) Cc1ccc(C)c(N2CCN(C(=O)CCc3nc(-c4ccc(Br)cc4)no3)CC2)c1
2) CCOc1ccccc1N(CC(=O)NC1CCCCC1)S(C)(=O)=O
3) CC(C)c1cc(CN2CCN(CCC#N)CC2)cc(C(C)C)c1O
4) COc1cccc(C(C)NC(=O)Nc2cccc(C(F)(F)F)c2)c1 (stereo unspecified)
5) O=C(Nc1nc(-c2ccco2)c(-c2ccco2)s1)C1CC(=O)N(c2ccc3c(c2)OCCO3)C1 (stereo unspecified)
Screen / compound no.,1,2,3,4,5
mouse IAP activators,-4.2,2.9,-8.2,-284.5*,69.0
mouse IAP activators Fold change,1.04,0.972,1.08,3.84*,0.31

The list itself, previewed entries included:
1) Cc1ccc(C)c(N2CCN(C(=O)CCc3nc(-c4ccc(Br)cc4)no3)CC2)c1
2) CCOc1ccccc1N(CC(=O)NC1CCCCC1)S(C)(=O)=O
3) CC(C)c1cc(CN2CCN(CCC#N)CC2)cc(C(C)C)c1O
4) COc1cccc(C(C)NC(=O)Nc2cccc(C(F)(F)F)c2)c1 (stereo unspecified)
5) O=C(Nc1nc(-c2ccco2)c(-c2ccco2)s1)C1CC(=O)N(c2ccc3c(c2)OCCO3)C1 (stereo unspecified)
6) CCOC(=O)c1cccc(N2C(=O)C3C(C(=O)NC4CC4)C4(C)C=CC3(O4)C2C(=O)NC(C)(C)C)c1 (stereo unspecified)
7) CCN1Cc2ccccc2-c2ccccc2S1(=O)=O
8) Cc1nnc(SCC(=O)Nc2ccc(Cl)cn2)n1Cc1ccccc1
Screen / compound no.,1,2,3,4,5,6,7,8
mouse IAP activators,-4.2,2.9,-8.2,-284.5*,69.0,-2.5,-4.7,1.2
mouse IAP activators Fold change,1.04,0.972,1.08,3.84*,0.31,1.02,1.05,0.988

9) CCn1c(-c2ccc([N+](=O)[O-])cc2)n[nH]c1=S
10) O=C(Nc1ccc(C(=O)N2CCCCC2)cc1)Nc1cccc(Cl)c1
11) CCC(C)(C(=O)NC1CCCCC1)N(Cc1ccco1)C(=O)c1ccccn1 (stereo unspecified)
12) c1cncc(-c2nc(NCc3ccco3)c3ccccc3n2)c1
13) COc1ccc2nc(Nc3nc(C)c(C(C)=O)s3)sc2c1
14) CN(C)S(=O)(=O)Oc1ccccc1C(=O)Nc1cccc(C(F)(F)F)c1
15) Cc1ccsc1-c1nc(-c2ccccc2)c(-c2ccccc2)[nH]1
16) O=C(COC(=O)c1ccccc1)Nc1ncc([N+](=O)[O-])s1
Screen / compound no.,9,10,11,12,13,14,15,16
mouse IAP activators,2.9,-139.3*,9.3,6.0,-9.2,7.9,8.9,72.2
mouse IAP activators Fold change,0.971,2.39*,0.907,0.94,1.09,0.92,0.911,0.278

17) COC(=O)c1[nH]c2cc(OC)ccc2c1NC(=O)CCN1CCSCC1
18) O=C(NCCCN1CCOCC1)c1ccc(Sc2cccc(Cl)c2)c([N+](=O)[O-])c1
19) COc1cccc(OCCNc2cc(N3CCCCC3)ccc2[N+](=O)[O-])c1
20) Cc1nn(C)c(Oc2cccc(Cl)c2)c1C(=O)O
21) O=C(NNC(=O)c1cc2cc(Br)ccc2oc1=O)c1ccc(O)cc1O
22) O=C1/C(=C/c2ccco2)SC(=S)N1CCC(=O)N1CCCCC1CCO (stereo unspecified)
23) O=C(Oc1ccccc1)c1ccc(-n2cnnn2)cc1
24) CC(=O)Nc1ccc2nc(C3CCCCC3)[nH]c2c1
Screen / compound no.,17,18,19,20,21,22,23,24
mouse IAP activators,-5.8,6.9,22.1,0.2,81.7,57.4,7.5,-4.2
mouse IAP activators Fold change,1.06,0.931,0.78,0.998,0.183,0.426,0.925,1.04

25) CCn1c2ccccc2c2cc(/C=N/NC(=O)c3ccccc3)ccc21
26) Cc1sc(Nc2ccc([N+](=O)[O-])cc2)nc1-c1c(C)n(C)n(-c2ccccc2)c1=O
27) COc1cccc(-c2cc(C(F)(F)F)nc(-n3cccn3)n2)c1
28) Cc1cccc(-n2nnc(C(=O)NC3CCCc4ccccc43)c2N)c1 (stereo unspecified)
29) C[C@]12c3[nH]c4ccc(Cl)cc4c3CCN1C(=O)[C@@H](CC(=O)NCC13CC4CC(CC(C4)C1)C3)C[C@@H]2C(=O)N1CCCCC1
30) Cc1nnc(NC(=O)c2oc3c(ccc4ccccc43)c2C)s1
31) CC(C)(C)OC(=O)N1CCCC(C(=O)CC#N)C1 (stereo unspecified)
32) COc1ccc(C(=O)NC(Oc2ccccc2)C(Cl)(Cl)Cl)cc1 (stereo unspecified)
Screen / compound no.,25,26,27,28,29,30,31,32
mouse IAP activators,-20.9,19.5,5.7,-1.4,-32.3,-5.0,-2.9,-6.1
mouse IAP activators Fold change,1.21,0.804,0.943,1.01,1.32,1.05,1.03,1.06

33) Cc1n[nH]c(C)c1S(=O)(=O)N1CCc2ccccc21
34) COc1ccc(N(Cc2cc3cc(OC)ccc3[nH]c2=O)S(C)(=O)=O)cc1
35) O=C(N/N=C\c1ccc(COc2ccc([N+](=O)[O-])cc2)o1)c1ccc(Cl)cc1
36) CCOC(=O)Cc1csc(NC(=O)c2c(-c3c(Cl)cccc3Cl)noc2C)n1
37) Cc1nc2ncnn2c(C)c1CCC(=O)N1CC(C)CC(C)C1 (stereo unspecified)
38) Cc1cccc(C2=NN(c3ccccc3)[C@H](CO)[C@H]2c2ccccc2)c1
39) O=C(CCN1C(=O)CSC1=O)Nc1ccccc1
40) CC1(C)CC(=O)C2=C(C1)OC(N)=C(C#N)C2C#Cc1ccccc1 (stereo unspecified)
Screen / compound no.,33,34,35,36,37,38,39,40
mouse IAP activators,3.7,0.1,4.2,2.7,0.8,-107.2*,0.9,9.1
mouse IAP activators Fold change,0.964,0.999,0.958,0.973,0.992,2.07*,0.991,0.909

41) O=C(Cn1cnc2c(NCc3ccccc3)ncnc21)NCCc1cc2ccccc2[nH]1
42) COc1ccc(OC)c(NC(=O)C(=O)/C=C(\O)c2cc(OC)ccc2OC)c1
43) O=C(NC1CC2CCC(C1)N2Cc1nnnn1Cc1ccco1)NC12CC3CC(CC(C3)C1)C2 (stereo unspecified)
44) O=C(Nc1ccccc1)c1ccc(F)c(S(=O)(=O)N2CCOCC2)c1
45) CCCC(=O)Nc1ccccc1-c1nnn(CC(=O)Nc2ccc(OCC)cc2)n1
46) COc1ccc(OC(C)C(=O)N2CCOCC2)cc1 (stereo unspecified)
47) Cc1csc(NC(=O)CSc2nc3ccccc3c(=O)[nH]2)n1
48) COC(=O)c1cn(NC(=O)c2cc(OC)cc(OC)c2)c(=O)c2ccccc12
Screen / compound no.,41,42,43,44,45,46,47,48
mouse IAP activators,-15.6,9.6,-59.6,0.8,-6.2,14.3,16.2,3.9
mouse IAP activators Fold change,1.16,0.905,1.6,0.992,1.06,0.857,0.837,0.961

Ordered by count of non-hydrogen atoms (lowest first): part of the list above
47) Cc1csc(NC(=O)CSc2nc3ccccc3c(=O)[nH]2)n1
44) O=C(Nc1ccccc1)c1ccc(F)c(S(=O)(=O)N2CCOCC2)c1
48) COC(=O)c1cn(NC(=O)c2cc(OC)cc(OC)c2)c(=O)c2ccccc12
41) O=C(Cn1cnc2c(NCc3ccccc3)ncnc21)NCCc1cc2ccccc2[nH]1
Screen / compound no.,47,44,48,41
mouse IAP activators,16.2,0.8,3.9,-15.6
mouse IAP activators Fold change,0.837,0.992,0.961,1.16

Next part:
49) CCOc1cccc(C2C(C(=O)c3ccc(C)o3)=C(O)C(=O)N2c2nccs2)c1 (stereo unspecified)
50) CC(C)CCNC(=O)CC1C(=O)N(Cc2ccccc2)C(C)c2nc3ccccc3n21 (stereo unspecified)
51) CCN=c1sc(C(=O)OC)cc(=O)n1CC
52) Clc1cccc(-c2nc(-c3ccccn3)no2)c1
53) CCc1ccc(/C=N/Nc2nn[nH]n2)cc1
54) COc1cc(/C=C2\COC/C(=C\c3ccc(O)c(OC)c3)C2=O)ccc1O
55) Cc1cc(NC(=O)c2cccc(S(=O)(=O)N(C)C)c2)n(-c2ccccn2)n1
56) Cc1ccc(C(=O)NC2CCCCCC2)o1
Screen / compound no.,49,50,51,52,53,54,55,56
mouse IAP activators,3.6,2.1,-5.0,-2.1,10.8,36.2,-0.2,0.3
mouse IAP activators Fold change,0.964,0.978,1.05,1.02,0.893,0.639,1,0.997

57) COc1ccc(NC(=O)[C@H](COCc2ccccc2)NC(=O)OC(C)(C)C)cc1
58) O=C(CCCCCN1C(=O)c2ccccc2C1=O)Nc1ccc(F)cc1
59) O=C(Nc1ccccc1)Nc1ccc(Cl)c(S(=O)(=O)N2CCOCC2)c1
60) C[C@H](CO)N1C[C@H](C)[C@@H](CN(C)S(=O)(=O)c2ccccc2)Oc2ccc(NC(=O)Nc3ccccc3)cc2C1=O
61) O=C1C[C@H]2CCCCC(=O)N3CC[C@@H](C1)[C@@H]23
62) CC(=O)Nc1sc2c(c1C#N)CCCC2
63) CCCCCCCCNc1ccccc1S(=O)(=O)NCc1ccccc1
64) Cc1ccc(F)cc1NC(=O)C12CC3CC(C1)CC(n1cnc([N+](=O)[O-])n1)(C3)C2
Screen / compound no.,57,58,59,60,61,62,63,64
mouse IAP activators,-6.9,6.0,-53.4,-162.5*,-6.3,-9.3,-29.2,2.0
mouse IAP activators Fold change,1.07,0.94,1.53,2.62*,1.06,1.09,1.29,0.98

65) O=C(CSc1nnc(-c2ccccc2)c(-c2ccccc2)n1)NCc1ccco1
66) COc1ccccc1NC(=O)C1CCCN(c2nc(C)cc(C)n2)C1 (stereo unspecified)
67) O=C1CCCc2nn(-c3ccccc3)nc21
68) CC(C)COC(=O)c1cccc2c1-c1ccccc1/C2=N\O
69) Cc1c(C(=O)NCc2ccco2)oc2ccc(S(=O)(=O)N3CCC4(CC3)OCCO4)cc12
70) CCN1/C(=C/C=C/c2oc3ccc(-c4ccccc4)cc3[n+]2CC)Oc2ccc(-c3ccccc3)cc21
71) O=C(Nc1cccn(Cc2ccccc2)c1=O)NC1CCCCC1
72) COC(=O)c1c(N)n(CCCN2CCOCC2)c2nc3ccccc3nc12
Screen / compound no.,65,66,67,68,69,70,71,72
mouse IAP activators,4.0,8.4,5.7,10.8,7.2,49.8,5.5,1.7
mouse IAP activators Fold change,0.96,0.916,0.943,0.893,0.928,0.502,0.945,0.983

73) N#Cc1ccc(C(c2nnnn2Cc2ccccc2)N2CCCC2)cc1 (stereo unspecified)
74) C(=Nc1cccc2c(N=Cc3ccco3)cccc12)c1ccco1
75) Brc1ccc(-c2nc3ncccn3c2NC2CCCCC2)o1
76) N#CC1=C2SCC(O)(c3ccccc3)N2C(=O)CC1c1ccccc1F (stereo unspecified)
77) Cc1c(Cl)ccc2c1NC(=O)[C@]21N[C@@H](CCC(N)=O)[C@H]2C(=O)N(c3ccc(F)cc3)C(=O)[C@H]21
78) C[C@H](CO)N1C[C@H](C)[C@@H](CN(C)C(=O)Nc2ccc3c(c2)OCO3)Oc2ccc(NC(=O)Nc3ccc4c(c3)OCO4)cc2C1=O
79) CCOC(=O)c1cc(C)n(Cc2cccc(OC)c2OC)c1C
80) CCOC(=O)C1CN(S(=O)(=O)c2cccc(C(F)(F)F)c2)c2cc(CC(=O)OC)ccc2O1 (stereo unspecified)
Screen / compound no.,73,74,75,76,77,78,79,80
mouse IAP activators,4.5,40.8,1.2,10.7,9.1,-74.9,-11.8,-5.8
mouse IAP activators Fold change,0.955,0.592,0.988,0.893,0.909,1.75,1.12,1.06

81) O=C1OCCN1C(=O)[C@H]1[C@H](c2ccc(F)cc2)C(c2ccccc2)=NN1c1ccccc1
82) COC(=O)Cn1cnc(C(=O)Nc2ccc(C)c(C)c2)n1
83) CCOC(=O)CCc1c(C)c2ccc(O)cc2oc1=O
84) O=c1c2c3c(sc2n2cnnc2n1-c1ccccc1)N(Cc1ccccc1)CCC3
85) CCCCCc1nnc(NC(=O)Cc2cccs2)s1
86) FC(F)Sc1ccc(NC(=S)NC(c2ccccc2)c2ccccc2)cc1
87) O=C(c1cc2ccccc2oc1=O)N1CCN(c2ccccn2)CC1
88) O=C(CCCOc1ccccc1)Nc1nnc(C2CCCO2)s1 (stereo unspecified)
Screen / compound no.,81,82,83,84,85,86,87,88
mouse IAP activators,-6.3,-0.8,10.6,5.2,13.1,-276.7*,6.0,-1.1
mouse IAP activators Fold change,1.06,1.01,0.894,0.949,0.869,3.77*,0.94,1.01

89) O=C(CN(Cc1ccccc1)C(=O)c1cc2c(s1)CCC2)NCc1cccs1
90) O=C(CSc1nnc(NC(=O)c2ccco2)s1)NC1CCCC1
91) c1ccc2c(c1)CCN(c1ncnc3c1[nH]c1ccccc13)C2
92) CCCCCCc1ccc(N2C[C@H](CCCCC)[C@@H](CC(=O)NCc3ccccc3)C2=O)cc1
93) COc1ccc(NC2=NCC(=O)N2c2ccccc2)c(OC)c1
94) COc1ccc(Cl)cc1NC(=O)COc1cccc(-n2cnnn2)c1
Screen / compound no.,89,90,91,92,93,94
mouse IAP activators,-22.1,-12.6,-28.1,-49.6,3.3,17.6
mouse IAP activators Fold change,1.22,1.13,1.28,1.5,0.966,0.825

This is a subset; rates above refer to the full screens.
